# PfM18AAP inh – blocks P. falciparum M18 aspartyl aminopeptidase | recombinant PfM18AAP, H-Glu-NHMec fluorogenic cleavage | inhibition, % at 7.35 µM | actives 1.2% (n = 290,000);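 active means inhibition above the campaign mean inhibition over all tested compounds plus 3 SD, cut at about 28% in these data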;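 further: 0% = plate median of test compound wells and 100% = 2 mM ZnCl2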
# NALP1 yeast inh – blocks the NALP1 inflammasome reconstituted in yeast; S. cerevisiae NALP1/ASC/caspase-1 growth, X-gal OD620, 72 h; inhibition, % at 10 µM; AID 2071; actives 0.61% (n = 280,000); in the data active means inhibition mostly above about 24%, no sharp cut-off; inactive means mostly below about 32%; further: some compounds called inactive have numbers as strong as hits
# OXTR agonist – agonists of human oxytocin receptor; actives 0.32% (n = 320,000); CHO-OTR cells, Fluo-8 calcium fluorescence; normalized: DMSO 0%, oxytocin 100%; activation, % at 3 µM; AID 2435;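 active means activation above the mean of all tested compounds plus 3 SD, cutoff set per screening run, cut at about 20% in these data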;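 further: peak over basal fluorescence ratio from a 100 s FLIPR kinetic read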
# Target sequence (P30559 whole entry, looked up): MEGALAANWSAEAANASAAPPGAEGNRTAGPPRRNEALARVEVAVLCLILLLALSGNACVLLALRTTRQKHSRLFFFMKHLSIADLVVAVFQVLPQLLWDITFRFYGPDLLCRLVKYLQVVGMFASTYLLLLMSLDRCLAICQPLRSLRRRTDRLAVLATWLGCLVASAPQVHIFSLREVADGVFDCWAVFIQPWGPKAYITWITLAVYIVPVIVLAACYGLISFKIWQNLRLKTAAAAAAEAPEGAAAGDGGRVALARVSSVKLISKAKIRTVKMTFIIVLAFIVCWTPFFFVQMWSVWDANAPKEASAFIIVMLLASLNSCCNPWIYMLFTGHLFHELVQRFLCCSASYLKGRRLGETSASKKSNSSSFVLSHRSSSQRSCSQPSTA
# PHOSPHO1 inh – inhibitors of human PHOSPHO1 phosphatase. Q8TCT1. inhibition, % at 13.3 µM. recombinant PHOSPHO1, absorbance phosphatase assay. actives 1.1% (n = 290,000); in the data active means inhibition above about 60%
# MEKK2 mut-MEK5 – signal of MEK5 binding to mutant human MEKK2 PB1 domain; bead flow cytometry, Alexa488-MEK5 binding to MEKK2 mutant; percent response, % at 10 µM; actives 0.35% (n = 290,000); AID 1530; in the data active means percent response above about 24%, passing the limit was not always enough; further: inactives centre near 1; some results filed as inactive read as strong as hits; reference of the scale not given here
# MEKK2wt PB1 HTS – raises or lowers MEK5 binding to wildtype human MEKK2 PB1 domain; Q9Y2U5; AID 1531; bead flow cytometry, Alexa488-MEK5 binding to MEKK2 WT; actives lie on both sides; actives 1.1% (n = 290,000); binding response (% of control), % at 10 µM; in the data active means binding response below about 67% or above about 130%
# GPR7 antagonist – blocks human GPR7 receptor signaling | P48145 | inhibition, % at 4.4 µM | GPR7-expressing cells, fluorescence antagonist assay | actives 1.1% (n = 290,000); in the data active means inhibition above about 16%, passing the limit was not always enough;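 further: cells stimulated with the agonist NPW; 0% = agonist with vehicle and 100% = vehicle without agonist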
# MEKK3 PB1 HTS – MEKK3-MEK5 PB1 interaction, increase or decrease | Q99759 | bead-based flow cytometry, Alexa488-MEK5 binding to MEKK3; actives lie on both sides; 0 = blocked by unlabeled MEK5, 100 = vehicle | binding response (% of control), % at 10 µM | actives 1.4% (n = 290,000) | AID 1529;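 active means binding response more than 3 SD above or below the average of its plate-row segment, actives on both sides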;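 further: Alexa488 bead fluorescence after subtracting the streptavidin-only scavenger bead signal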
# Target sequence (Q99759 whole entry, looked up): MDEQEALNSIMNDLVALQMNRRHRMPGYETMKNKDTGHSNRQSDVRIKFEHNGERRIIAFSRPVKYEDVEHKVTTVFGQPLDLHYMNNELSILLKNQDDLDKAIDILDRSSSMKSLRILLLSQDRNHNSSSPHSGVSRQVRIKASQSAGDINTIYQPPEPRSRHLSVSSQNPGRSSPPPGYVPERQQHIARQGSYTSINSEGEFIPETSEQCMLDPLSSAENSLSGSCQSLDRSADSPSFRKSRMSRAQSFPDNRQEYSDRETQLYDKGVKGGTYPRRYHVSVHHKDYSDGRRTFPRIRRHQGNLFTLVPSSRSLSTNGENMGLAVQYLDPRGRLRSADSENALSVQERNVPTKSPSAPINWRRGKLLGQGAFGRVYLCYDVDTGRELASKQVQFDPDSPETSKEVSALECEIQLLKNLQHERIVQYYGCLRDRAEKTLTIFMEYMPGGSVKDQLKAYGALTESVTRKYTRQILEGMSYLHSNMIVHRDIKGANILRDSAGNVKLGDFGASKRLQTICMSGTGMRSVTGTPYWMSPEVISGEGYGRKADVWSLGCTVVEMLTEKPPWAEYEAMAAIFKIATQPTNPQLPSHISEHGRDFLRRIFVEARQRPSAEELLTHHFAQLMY
# FID counter – displaces DNA intercalator in HCV helicase counter-screen; inhibition, % at 7.9 µM; DNA fluorescent intercalator displacement, fluorescence; actives 0.17% (n = 290,000); AID 1845; in the data active means inhibition above about 37%;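 further: 0% = vehicle and 100% = reference compound; higher means more ethidium bromide displaced from hairpin DNA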
# Numbers without * were called inactive; / = not tested or not shown; & = joins results of further samples; [ ] = dose if it differs, or a comment.
SMILES,PfM18AAP inh,NALP1 yeast inh,OXTR agonist,PHOSPHO1 inh,MEKK2 mut-MEK5,MEKK2wt PB1 HTS,GPR7 antagonist,MEKK3 PB1 HTS,FID counter
c1ccc(C[n+]2cccc(-c3ccccc3)c2)cc1,-4.2,-7.4,-0.5,-9.8,-1.0,110.0,-11.3,104.0,2.7
CCc1nn2c(=O)cc(COc3ccc(NC(=O)c4ccco4)cc3)nc2s1,4.7,2.0,6.2,31.5,4.0,104.0,-7.3,104.0,-27.4
CC(=O)Nc1ccc(NC(=O)Cc2sc(-c3cccnc3)nc2-c2ccc(C)cc2)cc1,-1.2,7.4,0.1,-32.1,0.0,106.0,2.8,113.0,-6.3
CSc1ncc(F)c(N(CCO)CCO)n1,3.9,22.5,-0.3,1.9,-2.0,99.0,-4.5,98.0,-1.8
O=C(Nc1ccccc1F)C1CCN(C(=O)NCc2ccccc2)CC1,-5.7,8.5,0.4,27.0,5.0,104.0,-4.7,100.0,-5.2
CCOc1ccc(-c2nnc(-c3snc(-c4ccc(F)cc4)c3N=CN(C)C)o2)cc1,-13.6,-1.3,-0.2,5.8,4.0,96.0,-9.6,102.0,-0.2
O=C1c2ccccc2C(=O)C1(CO)c1ccc(OC(F)F)cc1,-2.4,16.9,0.3,22.2,5.0,110.0,-18.2,105.0,0.7
CC(=O)c1ccc(NC(=O)Nc2ccc3c(c2)nc(C)n3C)cc1,9.1,5.3,0.5,19.0,3.0,98.0,-1.5,108.0,26.1
COC(=O)c1ccc(S(=O)(=O)c2ccc([N+](=O)[O-])cc2)cc1,2.3,2.6,2.2,/,-1.0,98.0,10.9,98.0,0.1
N=C1/C(=C/c2ccc(-c3cccc(C(=O)O)c3)o2)C(=O)N=C2SC=C(c3ccccc3)N12,12.6,-2.9,1.9,-66.3,-10.0,79.0,-5.8,94.0,-13.2
CC(=O)N[C@@H]1c2c(ccc3ccccc23)OC[C@@H]1COC(C)=O,-2.2,6.0,-0.9,40.8,-3.0,91.0,-13.8,94.0,-11.4
NC(=O)C1CC(=O)N(c2ccc(OCc3ccc([N+](=O)[O-])cc3)cc2)C1 (stereo unspecified),-16.0,10.4,4.8,18.3,0.0,103.0,1.0,101.0,-5.3
Cc1ccc(NC(=O)Cn2c([N+](=O)[O-])cnc2C)cc1,-0.6,10.7,0.6,-3.4,3.0,103.0,-7.9,103.0,2.1
O=C(Nc1nnc(CCc2ccccc2)s1)c1ccc(F)cc1,2.5,4.2,0.4,34.3,5.0,107.0,-20.5,102.0,-10.6
C=CCn1c(-c2oc3nc(-c4ccccc4)cc(-c4ccccc4)c3c2N)n[nH]c1=S,9.0,23.4,0.2,-13.0,-5.0,86.0,-10.3,95.0,-9.9
CCCc1cc(C(=O)N2CCCC(Nc3ccc(C)c(C)c3)C2)n(C)n1 (stereo unspecified),4.2,10.0,-1.1,36.4,1.0,103.0,-18.0,100.0,-36.4
Cc1ccc([N+](=O)[O-])cc1NC(=O)CN1CCCCC1,-16.8,-12.2,-0.2,17.9,7.0,106.0,-8.1,102.0,0.1
Cc1cc(C)cc(N(C(=O)c2csnn2)C(C(=O)NC2CCCCC2)c2cccnc2)c1 (stereo unspecified),0.5,-4.8,1.5,30.5,-3.0,91.0,-8.7,100.0,-29.7
Cc1c(OCC(F)(F)F)ccnc1CS(=O)c1nc2ccccc2[nH]1 (stereo unspecified),21.9&7.9,8.0&-8.9,0.6,-3.8&-92.0,5.0&2.0,98.0&98.0,-1.8&-13.1,93.0&104.0,-4.2&-8.8
COc1ccccc1-c1ccc(SCc2ccccc2)nn1,-0.9,3.6,-2.0,19.5,-3.0,79.0,3.1,73.0*[inhibitor],-11.7
COCc1nnc(NC(=O)c2ccc(Cl)cc2[N+](=O)[O-])s1,2.1,31.4,-0.4,18.3,-1.0,97.0,-4.4,96.0,4.8
O=C(Nc1ccccc1C(F)(F)F)C1CC(=O)N(c2ccccc2F)C1 (stereo unspecified),2.2,/,0.6,13.1,2.0,103.0,-2.1,99.0,-4.0
Cn1c2ccccc2c2nnc(SCC(=O)Nc3cccc(O)c3)nc21,8.3,11.0,-1.4,23.9,-8.0,94.0,-3.0,91.0,-9.0
CCCC(C)c1nnc(NC(=O)CN2C(=O)c3ccccc3C2=O)s1 (stereo unspecified),9.8,8.6,0.9,-51.7,5.0,104.0,1.6,100.0,-11.6
CN1CCN(c2nc(Nc3ccc(O)cc3)nc3ccccc23)CC1,-14.0,9.2,0.6,53.2,2.0,111.0,-24.0,97.0,35.3
# Following part
SMILES,PfM18AAP inh,NALP1 yeast inh,OXTR agonist,PHOSPHO1 inh,MEKK2 mut-MEK5,MEKK2wt PB1 HTS,GPR7 antagonist,MEKK3 PB1 HTS,FID counter
O=C(O)c1cccc(-c2ccc(/C=N/Nc3nn[nH]n3)o2)c1,16.1,-36.0,-0.2,21.4,-16.0,86.0,1.2,80.0,-3.6
CCCCSc1nnc(-c2ccc(NC(C)=O)cc2)n1C,-6.5,-3.6,0.8,-11.2,14.0,107.0,-1.2,104.0,-12.6
CCOC(=O)COc1ccc2c(c1)c(C(=O)OCC)c(C)n2CC,-1.5,5.1,-2.5,-6.1,2.0,105.0,-7.0,104.0,-25.6
COc1cccc(C(=O)NCc2ccc3[nH]c(C)cc3c2)c1,9.9,-9.4,0.7,10.8,-6.0,-6.0*,-15.6,61.0*[inhibitor],-11.9
CCN(CC)S(=O)(=O)c1cc(NS(=O)(=O)c2cccc(C(=O)O)c2)ccc1C,-1.5,15.5,-0.1,28.3,-4.0,97.0,-8.8,97.0,-22.9
Cc1ccc(Oc2cnc3ccccc3n2)cc1,0.2,11.4,-1.1,-0.7,-6.0,96.0,-3.2,99.0,-4.3
CCC(C)NCCOCCOc1ccc(C)cc1OC (stereo unspecified),-5.3,6.4,-0.9,-9.0,0.0,110.0,2.6,112.0,11.2
O=C1Nc2ccccc2/C1=C/c1ccc([N+](=O)[O-])cc1,35.1*,5.4,1.6,39.9,6.0,102.0,-0.6,104.0,1.9
COc1ccc2nc(SCC(=O)NCCc3ccccc3)[nH]c2c1,-2.8,10.6,-0.8,27.7,1.0,103.0,-6.2,110.0,-11.7
Cn1c(=O)c(C(=O)NC2CCCCCCC2)c(O)c2ccccc21,7.0,16.4,-0.7,-6.8,0.0,104.0,-4.9,101.0,0.9
COCCOC(=O)c1[nH]c2c(c1C)C(=O)CC(c1ccccc1)C2 (stereo unspecified),-18.9,11.4,8.3,19.1,/,/,13.7,/,-16.3
CCOC(=O)C1CCCN(C(=O)CSc2nc(C)cc(C)n2)C1 (stereo unspecified),1.7,14.3,0.4,36.6,-6.0,97.0,10.1,103.0,-21.9
CCOC(=O)C1NC(=O)CC1c1ccccc1 (stereo unspecified),-1.6,3.7,1.1,-22.8,-7.0,89.0,-3.6,85.0,-3.1
CCOC(=O)c1c(C)nc2ccc(Cl)cc2c1-c1ccccc1,-11.7,14.9,-2.4,1.0,-2.0,104.0,-0.8,103.0,-4.5
CCOCCCn1c(C)nc2c(c1=O)c1nc3ccccc3nc1n2CCC1=CCCCC1,3.5,28.2,-1.9,13.3,-1.0,83.0,-0.8,97.0,-13.2
Cc1c(C)n(C)c2ccc(C(=O)N3CCN(c4ccccn4)CC3)cc12,2.2,11.0,-0.5,50.4,12.0,108.0,2.7,109.0,-33.5
CCN(CC)C(=O)c1sc(NC(=S)N2CCN(C(=O)C3CCCO3)CC2)c(C(=O)OC)c1C (stereo unspecified),-11.8,11.6,-1.3,12.6,8.0,100.0,-8.8,99.0,-53.5
O=C(c1cccnc1)N1CCCc2ccccc21,-1.6,5.0,0.2,-16.0,4.0,103.0,1.0,103.0,-2.6
O=C(c1ccc(Cl)cc1)C(CN1CCCCC1)c1ccccc1 (stereo unspecified),0.4,35.2,-1.9,24.2,7.0,105.0,54.9*,102.0,-3.9
Cc1cccc(-n2c(O)c(C=Nc3ccc(O)cc3)c3ccccc3c2=O)n1,3.9,27.5,2.7,-5.8,-3.0,103.0,-18.7,111.0,-12.4
Cc1ccc(-c2cc(C(=O)N3CCN(c4ccccc4O)CC3)c3ccccc3n2)o1,17.5,12.4,2.1,17.0,6.0,108.0,-14.3,105.0,-29.4
COc1ccc(C)cc1S(=O)(=O)N(C)CC(=O)NCc1ccco1,0.3,1.8,-1.1,39.0,19.0,108.0,-11.6,107.0,-15.2
COC(=O)C1CN(C(=O)C(C)Oc2ccccc2F)c2ccccc2O1 (stereo unspecified),-2.8,24.0,-1.0,19.5,-4.0,92.0,5.5,91.0,-9.2
Cc1ccc(C2=NOC(C)(c3sc(-c4ccc(Cl)cc4)nc3C)C2)cc1 (stereo unspecified),/,/,-0.5,/,-6.0,93.0,/,96.0,/
CSCCC(NC(=O)c1ccccc1Cl)C(=O)N1CCN(c2ccccn2)CC1 (stereo unspecified),-0.7,4.9,-0.6,14.7,1.0,99.0,-10.2,100.0,-25.6
# Other compounds
SMILES,PfM18AAP inh,NALP1 yeast inh,OXTR agonist,PHOSPHO1 inh,MEKK2 mut-MEK5,MEKK2wt PB1 HTS,GPR7 antagonist,MEKK3 PB1 HTS,FID counter
Cc1nc2ccccc2c2c1C(=O)N(c1cccc(C(=O)O)c1)C2=O,-9.4,-25.9,0.3,31.7,-2.0,100.0,-2.1,99.0,4.1
COc1ccc(NC(=O)c2cc(Cl)ccc2NC(=O)c2ccco2)c(OC)c1,7.6,-6.8,-1.5,11.6,12.0,112.0,-9.0,109.0,-2.8
CCN(CC)S(=O)(=O)c1ccc(N=Cc2c(C)c(C#N)c(=O)n(C)c2O)cc1,6.8,-4.4,0.8,0.6,6.0,111.0,-1.4,99.0,-2.7
COc1ccc2ccccc2c1/C=N/NC(=S)NCCN1CCOCC1,12.9,9.6,-0.8,-22.7,-5.0,100.0,15.5,101.0,6.2
CSc1cc(C)n(-c2ccccc2C)c(=S)c1C(C)=O,0.2,14.1,-0.9,-2.1,-3.0,105.0,-3.9,96.0,-1.0
CC(=O)c1sc(NC(=O)CCOc2ccccc2)nc1C,3.5,4.0,-0.6,4.0,1.0,98.0,-0.4,102.0,-4.7
Cc1c(C(=O)OCC(=O)NCC2CCCO2)cccc1[N+](=O)[O-] (stereo unspecified),8.6,-5.9,-0.7,6.6,-1.0,93.0,-7.2,95.0,1.5
O=c1ccc(C(F)(F)F)cn1Cc1cc(=O)n2cc(Br)ccc2n1,0.1,-17.1,0.4,19.2,-21.0,99.0,-17.8,92.0,-3.6
O=C(CCCn1cc([N+](=O)[O-])cn1)Nc1ccc2c(c1)OCO2,0.1,-8.8,0.9,40.5,-6.0,94.0,1.4,100.0,-1.5
COc1ccc(Cl)cc1NC(=O)c1oc(C)nc1C,4.4,/,-0.8,47.2,-12.0,81.0,1.1,81.0,-5.0
COc1ccc(N(CC(=O)NCCSc2ccccc2)S(C)(=O)=O)cc1,2.4,14.6,-0.2,37.0,-2.0,92.0,-5.2,94.0,-12.6
CCOc1ccc(C(=O)Nn2cnnc2)cc1,21.7,33.4*,0.2,6.6,2.0,103.0,-2.8,99.0,-0.7
Cn1c(=O)c2c(SCC(=O)Nc3ccc4c(c3)OCCO4)nc(CC(C)(C)C)nc2n(C)c1=O,1.8,42.1,-0.8,22.2,1.0,106.0,-10.5,106.0,-9.2

# Not a hit list; 6.2% or so of the library scored in one or more.
